Cav32 inh = human Cav3.2 channel inhibition, primary screen; Cav3.2-expressing cells, Fluo-4 calcium fluorescence FDSS; active compounds read low; B-score at 10 µM; actives 4% (n = 100,000);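 active = single-dose well whose peak fluorescence ratio is a statistical outlier from its plate by either plate-standardised score or position-corrected B-score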
Target sequence (O95180 whole entry, looked up): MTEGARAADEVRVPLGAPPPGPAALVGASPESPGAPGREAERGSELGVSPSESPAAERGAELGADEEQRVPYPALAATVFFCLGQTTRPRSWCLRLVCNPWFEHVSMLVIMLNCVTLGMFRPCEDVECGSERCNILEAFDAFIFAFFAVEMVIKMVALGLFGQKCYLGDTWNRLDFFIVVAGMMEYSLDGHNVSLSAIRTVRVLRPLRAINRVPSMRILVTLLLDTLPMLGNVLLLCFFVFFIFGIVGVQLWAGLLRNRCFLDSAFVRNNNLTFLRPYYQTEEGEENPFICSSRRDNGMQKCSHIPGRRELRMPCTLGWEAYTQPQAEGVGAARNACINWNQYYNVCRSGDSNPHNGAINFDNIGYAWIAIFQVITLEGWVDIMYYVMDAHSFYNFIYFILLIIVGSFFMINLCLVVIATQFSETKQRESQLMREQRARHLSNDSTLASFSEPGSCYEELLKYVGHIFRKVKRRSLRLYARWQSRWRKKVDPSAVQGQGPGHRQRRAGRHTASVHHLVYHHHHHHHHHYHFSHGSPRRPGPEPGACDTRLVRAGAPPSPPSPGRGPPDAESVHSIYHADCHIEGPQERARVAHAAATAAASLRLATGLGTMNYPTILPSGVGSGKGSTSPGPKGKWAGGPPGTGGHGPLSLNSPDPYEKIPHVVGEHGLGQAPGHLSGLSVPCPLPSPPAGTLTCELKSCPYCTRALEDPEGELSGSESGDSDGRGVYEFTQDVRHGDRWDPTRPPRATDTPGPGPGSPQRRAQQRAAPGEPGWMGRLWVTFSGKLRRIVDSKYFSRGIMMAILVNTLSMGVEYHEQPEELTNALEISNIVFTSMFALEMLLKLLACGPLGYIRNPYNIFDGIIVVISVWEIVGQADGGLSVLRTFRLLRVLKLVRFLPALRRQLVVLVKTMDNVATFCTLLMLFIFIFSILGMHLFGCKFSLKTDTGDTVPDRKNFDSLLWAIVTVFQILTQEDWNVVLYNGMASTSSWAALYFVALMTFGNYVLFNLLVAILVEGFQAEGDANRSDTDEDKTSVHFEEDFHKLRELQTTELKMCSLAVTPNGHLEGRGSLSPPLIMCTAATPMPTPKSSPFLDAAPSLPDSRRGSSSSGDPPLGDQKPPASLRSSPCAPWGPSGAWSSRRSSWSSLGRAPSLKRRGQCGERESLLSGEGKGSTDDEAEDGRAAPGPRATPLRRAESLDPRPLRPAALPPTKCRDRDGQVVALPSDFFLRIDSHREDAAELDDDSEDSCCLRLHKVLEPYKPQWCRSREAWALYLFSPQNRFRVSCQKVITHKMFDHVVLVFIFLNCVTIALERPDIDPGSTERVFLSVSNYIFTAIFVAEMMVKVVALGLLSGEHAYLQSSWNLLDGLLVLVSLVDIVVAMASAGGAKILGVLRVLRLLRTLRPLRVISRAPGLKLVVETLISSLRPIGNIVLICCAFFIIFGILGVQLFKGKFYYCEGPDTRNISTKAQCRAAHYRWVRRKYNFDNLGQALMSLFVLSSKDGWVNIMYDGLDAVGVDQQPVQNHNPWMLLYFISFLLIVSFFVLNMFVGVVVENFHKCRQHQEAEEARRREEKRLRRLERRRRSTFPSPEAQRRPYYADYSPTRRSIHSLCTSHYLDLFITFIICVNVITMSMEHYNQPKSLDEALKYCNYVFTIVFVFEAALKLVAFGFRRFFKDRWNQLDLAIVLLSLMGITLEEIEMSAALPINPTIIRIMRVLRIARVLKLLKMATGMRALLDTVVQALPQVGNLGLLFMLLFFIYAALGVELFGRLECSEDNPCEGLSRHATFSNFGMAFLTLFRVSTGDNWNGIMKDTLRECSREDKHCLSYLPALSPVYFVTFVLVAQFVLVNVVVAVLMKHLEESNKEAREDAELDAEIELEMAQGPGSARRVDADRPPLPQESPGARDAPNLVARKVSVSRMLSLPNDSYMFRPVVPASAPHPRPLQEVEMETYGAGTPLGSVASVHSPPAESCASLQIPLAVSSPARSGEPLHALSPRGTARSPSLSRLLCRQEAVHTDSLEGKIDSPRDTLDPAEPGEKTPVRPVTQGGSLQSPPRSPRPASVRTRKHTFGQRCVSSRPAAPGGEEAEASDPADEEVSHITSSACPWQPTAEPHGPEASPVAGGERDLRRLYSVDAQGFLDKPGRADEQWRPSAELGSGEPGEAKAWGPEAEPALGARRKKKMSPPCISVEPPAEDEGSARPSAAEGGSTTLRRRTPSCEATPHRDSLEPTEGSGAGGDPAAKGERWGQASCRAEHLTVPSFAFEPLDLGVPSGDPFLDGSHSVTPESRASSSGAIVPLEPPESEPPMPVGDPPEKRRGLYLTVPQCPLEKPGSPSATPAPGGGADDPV
Active calls of the source: *. This is a subset; rates above refer to the full screens.

SMILES | Cav32 inh
COC(=O)c1ccc(COc2ccc3c(C)c(C)c(=O)oc3c2C)o1 | -0.24
CC(=O)Nc1ccc(C(=O)OCc2ccc(Cl)cc2)cc1 | -0.073
COc1cc(OC)c(C2C(C(=O)N3CCOCC3)=C(C)NC3=C2C(=O)CC(C)(C)C3)cc1OC (stereo not given) | 0.031
c1ccc(C2=Nc3ccccc3SC2c2nc3ccccc3[nH]2)cc1 (stereo not given) | -0.02
Cc1cc(C(=O)COc2cccc(-n3cnnn3)c2)c(C)n1-c1ccccc1 | -0.75
CC12CC3CC(C)(C1)CC(CN1CCOCC1)(C3)C2 | -0.033
O=C(OCC(=O)N1CCc2ccccc21)c1ccc(Cl)nc1 | 2
COc1cc(C2c3c(oc4ccccc4c3=O)C(=O)N2Cc2ccncc2)ccc1O (stereo not given) | 0.53
O=[N+]([O-])c1ccc(Oc2cccc(Br)c2)c2ccncc12 | -0.35
COc1ccc(NCc2n[nH]nc2-c2ccccc2)cc1Cl | -3.2
CCOc1cc(/C=N/NC(=O)Cc2ccc(C(F)(F)F)cc2[N+](=O)[O-])c(Br)cc1OC | 0.014
Cc1cc(C(=O)N2CCN(c3ncccn3)CC2)c2cc(F)ccc2n1 | -2.6
O=C(O)c1ccc(Sc2nnnn2-c2ccccc2)c([N+](=O)[O-])c1 | -0.027
CC1=C(C(=O)NC(C)C)C2(CCC(C)CC2)OC1=O (stereo not given) | 0.18
COc1ccc(/C=N/NC(=O)c2ccn[nH]2)cc1COc1ccc(Cl)cc1Cl | 0.69
CCCOC(=O)CSc1nnc(-c2ccc(Cl)cc2Cl)o1 | -0.059
Cc1ccc(C)c(N=Nc2nc3ccccc3n2C)c1 | -0.58
O=C(O)C=C1CCN(c2ncc(C(F)(F)F)cc2Cl)CC1 | -0.019
CCN1CCN(Cc2ccc(NC(=O)CC3Oc4ccc(C)cc4NC3=O)cc2)CC1 (stereo not given) | 0.52
Cc1nn(Cc2ccc(Cl)c(Cl)c2)c(C)c1NC(=O)c1sc2ccccc2c1Cl | -8.1*
CCOC(=O)c1cc2cc(OC)ccc2nc1C | -0.79
O=C(Cn1cnc2c(cnn2-c2ccccc2)c1=O)N1CCCc2ccccc21 | 0.025
O=C(NCC1CCCO1)c1ccc(NC(=O)C2C3C=CC(C3)C2C(=O)O)cc1 (stereo not given) | 1.1
COC(=O)CCC(=O)OC1(C)C(=O)C=C2C=C(C3CC3)N(c3ccc(CO)cc3)C=C2C1=O (stereo not given) | 0.5
CCOc1ccc(S(=O)(=O)NCCC(=O)NC2=NCCS2)cc1 | -0.017
NC(=O)C1CCN(C(=S)c2cccs2)CC1 | -0.62
O=C(O)Cn1cc(C(=O)c2cccs2)c2ccccc21 | -0.09
Cc1csc(NC(C)c2nc3cc(C(F)(F)F)ccc3n2CCCO)n1 (stereo not given) | 0.9
CCCNC(=O)COc1ncnc2sc(C)c(C)c12 | -0.25
CCOC(=O)Cc1nnc(NC(=O)C(CC)Sc2nnc3c4ccccc4n(C)c3n2)s1 (stereo not given) | 0.05
c1cncc(-c2nc3c(ccc4ccccc43)[nH]2)c1 | 1.3
CCN(CC)CCOC(=O)c1ccc(Cl)cc1 | 0.86
CC(C)C(=O)Nc1ccc(NC(=O)c2ccccc2Cl)nc1 | -0.019
O=C1C2CC=CCC2C(=O)N1CC(=O)N(Cc1ccccc1)C1CCS(=O)(=O)C1 (stereo not given) | -0.88
COC(=O)CCCC(=O)Nc1c(F)c(F)c(F)c(F)c1F | 0.61
COc1cccc(NC(=O)Cc2cn(C)c3ccccc23)c1 | -4.5*
Nc1ccc(-c2nc3c(Cl)c(N)ccc3[nH]2)cc1 | 0.051
COc1ccc(-c2noc(CSc3nc(N)c(-c4ccccc4)c(=O)[nH]3)n2)cc1 | -0.34
CCN1CCc2c(C#N)c(N3CCOCC3)nc(NCc3ccccc3)c2C1 | -0.088
CC1=C(C(=O)OCC(Br)(Br)Br)C(c2cccc([N+](=O)[O-])c2)NC(=O)N1CCCC(=O)O (stereo not given) | -1
Cc1ccc(S(=O)(=O)N(c2cccc(C)c2)C2CCS(=O)(=O)C2)cc1 (stereo not given) | 1.1
CC1(C)CC(=O)C(C=Nc2ccc(O)cc2)=C(O)C1 | -0.043
Cc1ccccc1NC1=NC(C)(C)N=C(N)N1 | 0.5
O=C(NC1CCCCCC1)c1c(F)c(F)c(F)c(F)c1F | 0.13
Cc1cccc(C)c1NC(=O)C(NC(=O)c1ccccn1)c1ccc([N+](=O)[O-])cc1 (stereo not given) | -2.8
CCOC(=O)c1ccc(N/C(=N\S(=O)(=O)c2ccccc2C)c2ccccc2)cc1 | -1.9
COc1ccc(Cc2c(O)nc(SC)n(C(C)=O)c2=O)cc1 | -0.35
CC(C)(C)c1ccc(OCCn2ccccc2=O)cc1 | -1.6
CCN1C(=O)/C(=C\N(C)C)c2ccccc21 | 0.78
CCOC(=O)c1cc(C)n(CCCN2CCOCC2)c1C | -0.11
O=C(c1ccccc1)c1cccn1CC(=O)N1CCN(C2CCCCC2)CC1 | 1.6
CC(=O)Nc1ccc(S(=O)(=O)N2CCOCC2)cc1 | 0.019
CC(=O)OC1CC(C)(C)N(OC(=O)CCCN2C(=O)c3ccccc3C2=O)C(C)(C)C1 | 1
Cn1ncc2c(N3CCOCC3)ncnc21 | -0.044
Cc1ccc(S(=O)(=O)N(CC(=O)NCCSCc2ccco2)c2cc(C)ccc2C)cc1 | -6.7*
CCc1nc(SCC(=O)N2CCN(c3ccccc3)CC2)c2c(=O)n(C)c(=O)n(C)c2n1 | 0.079
C=CCn1c(O)c(N=NC(=O)c2ccc3c(c2)OCO3)c2ccccc21 | 0.39
CN(C)c1ccc(-c2ccc([C@H]3[C@@H]4C=CCC[C@@]4(C)C(=O)N3Cc3ccccc3)c(F)c2)cc1 | -1.2
C/C(=N/NC(=O)c1cccs1)c1cccc(NC(=O)C2CC2)c1 | -0.016
COc1ccccc1NC(=O)Cn1nnc(C(=O)Nc2ccccc2)c1N | -0.23

(more compounds)
SMILES | Cav32 inh
COc1cc(S(=O)(=O)n2c(C)nc3ccccc32)ccc1F | -0.38
O=C(CN1CCCCCC1)NCCc1ccc(F)cc1 | 1.3
COc1ccc(C2c3c(ncn(CCN4CCOCC4)c3=N)Oc3ccc4ccccc4c32)cc1 (stereo not given) | 0.54
CCC(C(=O)OCC(=O)Nc1c(C)n(C)n(-c2ccccc2)c1=O)c1ccccc1 (stereo not given) | 0.53
O=C(NCc1ccccc1)NC1CC2CCC(C1)N2Cc1ccco1 (stereo not given) | 1.6
CC1Cc2cc(/C(O)=C3/C(=O)C(=O)N(CCCn4ccnc4)C3c3ccncc3)ccc2O1 (stereo not given) | 1.1
O=C(Nc1nnc(SCc2c(Cl)cccc2Cl)s1)C1CCCO1 (stereo not given) | -0.28
CCCn1nnc(NC(=O)c2cccc(OCc3ccccc3)c2)n1 | -1.3
Cc1noc(C)c1C(=O)Nc1sc(C)c(C)c1C#N | 0.46
Cc1cccc(Nc2ncccc2C(=O)O)c1C | 0.16
Cn1cnc2c1c(=O)n(Cc1ccccc1)c(=O)n2C | 0.11
COC(=O)C1=C(C)Nc2ncnn2C1c1ccco1 (stereo not given) | -0.13
O=C1c2ccncc2C(=O)N1C1CCCCC1 | -1.4
COc1cc(NC(=O)c2cc(-c3cccc(O)c3)on2)cc(OC)c1OC | -0.68
O=C(Nc1nc2ccccc2s1)c1cnccn1 | -0.014
COC(=O)c1ccccc1N/C=C1\CCc2c(c(C)nn2-c2ccccn2)C1=O | -0.15
O=C(CCn1ccc2ccccc21)Nc1ccc(N2CCOCC2)cc1 | 0.4
Cc1ccc(SCc2nc3ccccc3n2CC(=O)Nc2c(C)cccc2C)cc1 | -3.5
CC12CC(NC(=O)N1CCc1ccccc1)c1ccccc1O2 (stereo not given) | -0.24
CCN1CCN(Cc2ccc(NC(=O)c3ccc(C)c(NC(=O)C(=O)c4c[nH]c5ccccc45)c3)cc2C(F)(F)F)CC1 | -0.063
O=C(Nc1ccc(Cl)cn1)c1cnn2cccnc12 | 0.95
COCCNC(=O)c1ccc2c(c1)S(=O)(=O)c1ccccc1C2=O | 0.68
O=C(NCc1ccccc1)C1=C[C@@H](C2CC2)C[C@@H](OCc2ccc(CO)cc2)O1 | -0.0053
COc1cccc(N(C(=O)c2ccco2)C(C(=O)NC2CCCC2)c2cccnc2)c1 (stereo not given) | 0.92
C=CC(C)Sc1nc2c(c(=O)n(C)c(=O)n2C)n1Cc1ccccc1Cl (stereo not given) | -2.5
CCn1nc2cc(C(=O)NCC34CC5CC(CC(C5)C3)C4)ccc2c1OC | 0.36
COC(=O)c1ccc(COc2cccc(OC)c2)o1 | 0.27
COc1ccc(OC)c(NC(=O)Cc2coc3ccc4ccccc4c23)c1 | -2
COc1ccc(/C=C/C(=O)Nc2ccccc2C(=O)N2CCCC2)cc1 | 0.32
O=C(NCCCN1CCCC1=O)c1ccc(Cl)c(NS(=O)(=O)c2ccc(F)cc2)c1 | 0.6
CC(C)[C@H](NC(=O)NCc1ccc(Cl)cc1)C(=O)O | 1.1
CCC(C)(C)n1nnnc1C(c1cccs1)N1CCc2ccccc21 (stereo not given) | -2.2
O=C(CNC(=O)c1cccs1)NCC(=O)OCc1ccc(Cl)cc1Cl | -1.1
CCOC(=O)N1CCN(CC(=O)Nc2cccc(Br)c2)CC1 | -0.044
CC(Nc1ccccc1)c1cc(Cl)ccc1O (stereo not given) | -7.1*
Cc1cc(N(C)C)c(C#N)c(NCc2ccccc2)n1 | -0.13
CCC(=O)Nc1cc(C(F)(F)F)ccc1N1CCOCC1 | 0.00077
Cc1csc(NC(=O)c2ccc(C)c(S(=O)(=O)N3CCCCC3)c2)n1 | -1.3
Cc1cc(C)c(C(N)=O)c(Nc2cccc3ccccc23)n1 | -0.52
CSCC[C@H](NC(=O)OC(C)(C)C)C(=O)N1CCC(C(=O)N[C@@H](C)C(=O)O)CC1 | 0.097
Cc1cc2c(c(=O)n1Cc1cccnc1)C(c1ccccc1)C(C#N)=C(N)O2 (stereo not given) | 1.3
CC(=O)c1ccc(OC(=O)C2CC(=O)N(c3cccc(C)c3)C2)cc1 (stereo not given) | 0.41
COc1ccc(/C=N/N2CCN(c3ccccc3OC)CC2)cc1OC | -1.8
COc1ccc(C2C(C(=O)N3CCN(c4ccccc4)CC3)c3ccccc3C(=O)N2C)cc1OC (stereo not given) | 0.46
CC(=O)NN1C(=O)/C(=C\c2ccccc2)SC1=S | 1.1
CCCCCCc1ccc(OCC(=O)OC)cc1OCC(=O)OC | -0.016
N#CC1=C(N)Oc2n[nH]c(-c3cccs3)c2C1c1cccs1 (stereo not given) | -0.14
Cc1ccc(C2CC(c3ccccc3)=NN2C(=O)CSc2nnc(-c3ccc(Cl)cc3)o2)o1 (stereo not given) | -0.18
CCC(=O)OC1(C)C(=O)C=C2C=C(C3CC3)OC=C2C1=O (stereo not given) | 0.0011
Cc1ccc2[nH]c3c(N4CCOCC4)ncnc3c2c1 | -0.0085
CC(=O)c1cc(F)c(N2CCOCC2)cc1C | 1.8
C=C(C)Cn1c(SCCCO)nc2c1c(=O)[nH]c(=O)n2C | 0.27
CCOC(=O)c1ccc(NC(=O)CCC2COc3ccccc3O2)cc1 (stereo not given) | -4.1
Cc1ccc(NCC(=O)c2ccccc2)cc1Cl | 0.25
CCC(Sc1ncccc1C(=O)O)C(=O)N1CCCC1 (stereo not given) | -0.36
N#CCCN/N=C(\Cc1nc2ccccc2[nH]1)c1ccccc1 | -0.17
Cc1cccc(NC(=O)C2C3C=CC(C4CC34)C2C(=O)O)c1 (stereo not given) | 0.35
CCc1ccc(NC(=O)N(CCCOC(C)C)C2CCN(C(C)=O)CC2)cc1 | 0.74
CCN(CCCNC(=O)C1CCN(S(=O)(=O)CC)CC1)c1cccc(C)c1 | 0.58
Cc1cccc2cc(CN(Cc3ccc4c(c3)OCO4)Cc3nnnn3C3CCCC3)c(=O)[nH]c12 | -3.1

Remaining list, next part
SMILES | Cav32 inh
COc1cc2ccc(=O)oc2cc1OCC(O)C(C)(C)O (stereo not given) | -0.039
COc1ccc(OC)c(C2C(C(=O)Nc3ccc(F)cc3)=C(C)Nc3nc(CCCO)nn32)c1 (stereo not given) | 0.33
NC(=O)CC(NC(=O)Cc1ccc(Cl)cc1)c1ccc(NCC2CC2)c([N+](=O)[O-])c1 (stereo not given) | -0.42
Cc1nn(Cc2ccccc2)c2c1C(c1ccco1)C(C#N)=C(N)O2 (stereo not given) | 0.71

Molecules above that have a Cl atom, in the order listed:
SMILES | Cav32 inh
CC(=O)Nc1ccc(C(=O)OCc2ccc(Cl)cc2)cc1 | -0.073
O=C(OCC(=O)N1CCc2ccccc21)c1ccc(Cl)nc1 | 2
COc1ccc(NCc2n[nH]nc2-c2ccccc2)cc1Cl | -3.2
COc1ccc(/C=N/NC(=O)c2ccn[nH]2)cc1COc1ccc(Cl)cc1Cl | 0.69
CCCOC(=O)CSc1nnc(-c2ccc(Cl)cc2Cl)o1 | -0.059
O=C(O)C=C1CCN(c2ncc(C(F)(F)F)cc2Cl)CC1 | -0.019
Cc1nn(Cc2ccc(Cl)c(Cl)c2)c(C)c1NC(=O)c1sc2ccccc2c1Cl | -8.1*
CCN(CC)CCOC(=O)c1ccc(Cl)cc1 | 0.86
CC(C)C(=O)Nc1ccc(NC(=O)c2ccccc2Cl)nc1 | -0.019
Nc1ccc(-c2nc3c(Cl)c(N)ccc3[nH]2)cc1 | 0.051
O=C(Nc1nnc(SCc2c(Cl)cccc2Cl)s1)C1CCCO1 (stereo not given) | -0.28
O=C(Nc1ccc(Cl)cn1)c1cnn2cccnc12 | 0.95
C=CC(C)Sc1nc2c(c(=O)n(C)c(=O)n2C)n1Cc1ccccc1Cl (stereo not given) | -2.5
O=C(NCCCN1CCCC1=O)c1ccc(Cl)c(NS(=O)(=O)c2ccc(F)cc2)c1 | 0.6
CC(C)[C@H](NC(=O)NCc1ccc(Cl)cc1)C(=O)O | 1.1
O=C(CNC(=O)c1cccs1)NCC(=O)OCc1ccc(Cl)cc1Cl | -1.1
CC(Nc1ccccc1)c1cc(Cl)ccc1O (stereo not given) | -7.1*
Cc1ccc(C2CC(c3ccccc3)=NN2C(=O)CSc2nnc(-c3ccc(Cl)cc3)o2)o1 (stereo not given) | -0.18
Cc1ccc(NCC(=O)c2ccccc2)cc1Cl | 0.25
NC(=O)CC(NC(=O)Cc1ccc(Cl)cc1)c1ccc(NCC2CC2)c([N+](=O)[O-])c1 (stereo not given) | -0.42

Assay outcomes (PubChem)
